From PubChem
HCMV antiviral: human cytomegalovirus inhibition; HFF cells, HCMV-luciferase reporter, 72 h; stronger effect = lower value; hit rate 4.5% among 410,000; AID 1259415; activity change, negative = inhibition, % at 57.5 µM; in the data active means activity change below about -60%; inconclusive means no clear call, values can overlap the other calls; inactive means above about -39%
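Cell-based, HFFs, 1000 cells/well, 16 h 37C; cpds in DMSO + HCMV-luc, MOI 1 PFU/cell; 72 h 37C; OneGlo luminescence after 5 min RT; norm. to buffer vs Salinomycin 10uM.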
AMA1 RON2 block: inhibitors of Plasmodium falciparum AMA1-RON2 interaction. hit rate 0.2% among 360,000. AID 720542. AlphaScreen AMA1-biotinylated RON2 peptide binding. Potency, µM (doses to about 58.2 µM), for inactives: at the highest dose activity change, negative = inhibition, most hits filed as inhibitors;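 further: potency means the concentration at half of the fitted maximal effect; 0% = vehicle wells and -100% = peptide control; nearly all actives have a fitted effect of over 45% in size; some results filed as inactive show a strong effect at the top dose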
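AMA1 (3D7) with his tag at 25 nM final met compounds first, then biotinylated RON2 peptide at 25 nM; detection used donor plus acceptor beads, 10 µg/mL apiece, read by AlphaScreen after 30 min at room temperature.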
AmpC inh detg: inhibitors of E. coli AmpC beta-lactamase with detergent | AmpC hydrolysis of nitrocefin, absorbance 480 nm, 0.01% Triton | AID 485294 | hit rate 0.041% among 370,000 | P00811 | Potency, µM (series often up to 114 µM), inactives show top-dose activity change, negative = inhibition, hits mostly inhibitors;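 further: potency means the concentration at half of the fitted maximal effect; 0% = no-compound wells and -100% = no-enzyme wells; nearly all actives have a fitted effect of over 25% in size; some results filed as inactive show a strong effect at the top dose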
Target sequence (P00811 whole entry, looked up): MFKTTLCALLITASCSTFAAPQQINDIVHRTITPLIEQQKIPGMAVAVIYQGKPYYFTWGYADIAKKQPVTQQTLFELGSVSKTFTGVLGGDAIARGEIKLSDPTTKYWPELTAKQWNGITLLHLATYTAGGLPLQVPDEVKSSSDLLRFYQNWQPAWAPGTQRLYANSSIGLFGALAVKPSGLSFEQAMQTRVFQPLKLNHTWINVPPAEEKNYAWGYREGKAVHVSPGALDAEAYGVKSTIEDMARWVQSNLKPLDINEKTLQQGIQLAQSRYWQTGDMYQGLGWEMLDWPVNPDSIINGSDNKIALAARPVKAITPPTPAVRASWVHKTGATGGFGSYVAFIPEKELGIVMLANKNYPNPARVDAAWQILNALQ
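20 mM phosphate pH 7.0 + 0.01% (detergent screen) or 0.0001% Triton X-100; 5.3 nM AmpC reagent; cpd preinc 15 min RT; nitrocefin (800 uM stock) to start; A480 q20 s × 4 min; Activity was normalised to no-enzyme and no-compound control wells.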
AmpC inh no detg: inhibitors of E. coli AmpC beta-lactamase without detergent; AmpC nitrocefin hydrolysis, absorbance 480 nm, 0.0001% Triton; Potency, µM (top dose mostly 57.1 µM), inactives show top-dose activity change, negative = inhibition, usual class: inhibitors; hit rate 0.52% among 330,000; P00811;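 further: potency means the concentration at half of the fitted maximal effect; plate controls were no compound for no effect and no enzyme for full effect; nearly all actives have a fitted effect of over 20% in size; some results filed as inactive show a strong effect at the top dose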
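20 mM phosphate pH 7.0 + 0.01% (detergent screen) or 0.0001% Triton X-100; 5.3 nM AmpC reagent; cpd preinc 15 min RT; nitrocefin (800 uM stock) to start; A480 q20 s × 4 min; Activity was normalised to no-enzyme and no-compound control wells.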
Sm TGR inh: inhibitors of Schistosoma mansoni thioredoxin glutathione reductase; purified TGR, DTNB reduction, TNB absorbance 405 nm; Potency, µM (highest dose often 114 µM), for the others: top-dose activity change, negative = inhibition, hits mostly inhibitors; hit rate 3% among 360,000; Q962Y6; further: potency means the concentration at half of the fitted maximal effect; nearly all actives have a fitted effect of over 60% in size
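First, TGR (20 nM dispensed) and NADPH were mixed with compound. Second, a 15 min room-temperature incubation followed. Third, further NADPH and then DTNB were added to start the reaction. Finally, TNB absorbance was monitored kinetically.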
Giardia FBPA inh: inhibitors of Giardia lamblia fructose-1,6-bisphosphate aldolase. A8B2U2. purified Giardia FBPA. hit rate 0.71% among 290,000. Potency, µM (top dose mostly 59.6 µM), for the others: at the highest dose activity, negative = inhibition, actives largely listed as inhibitors; further: potency means the concentration at half of the fitted maximal effect; nearly all actives have a fitted effect of over 55% in size
Target sequence (A8B2U2 whole entry, looked up): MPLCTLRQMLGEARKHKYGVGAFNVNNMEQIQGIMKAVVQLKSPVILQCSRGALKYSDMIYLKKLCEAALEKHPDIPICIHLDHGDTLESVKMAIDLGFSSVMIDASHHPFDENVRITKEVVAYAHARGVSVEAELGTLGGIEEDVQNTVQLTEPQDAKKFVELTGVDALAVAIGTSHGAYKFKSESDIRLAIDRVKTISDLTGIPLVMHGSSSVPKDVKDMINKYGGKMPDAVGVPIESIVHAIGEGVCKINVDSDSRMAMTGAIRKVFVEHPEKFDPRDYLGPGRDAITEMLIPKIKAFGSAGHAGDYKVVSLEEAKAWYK
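Giardia FBPA (40 nM reagent) was preincubated 10 min at RT with compound (up to 57.5 uM final), then substrate plus GAPDH/TPI/NAD/arsenate coupling system with diaphorase/resazurin was added; resorufin fluorescence (525/598 nm) was read after 20 min.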
Numbers without * were called inactive; u = inconclusive; x = not tested or not shown; [ ] = dose if it differs, or a comment. Unless noted, the call rests on the fitted dose curve; in most records, active means well fitted curve in the direction sought with a large enough effect; inconclusive means small, poorly fitted or top-dose-only effect, or another doubt; inactive means no such curve, though single readings can be large; an effect the other way counts as inactive or inconclusive. Unless noted, on the % scale 0 is the no-effect control and ±100 the full control effect.

canonical_smiles	HCMV antiviral	AMA1 RON2 block	AmpC inh detg	AmpC inh no detg	Sm TGR inh	Giardia FBPA inh
COc1ccc(OC)c(CN2CCCC(CCC(=O)N(C)CCc3ccccn3)C2)c1 (centres undefined)	12	-4%	5%	29%	-23%	-8%
COc1ccc(C(=O)NNC(=O)CSc2nnc(-c3cccnc3)n2C)cc1	49	19%	4%	-2%	x	1%
O=C(CCN1C(=O)NC2(CCCC2)C1=O)Nc1ccc(-c2nc3ccccc3s2)cc1	33	-2%	5%	169%[activator]	4%	x
CC1(CCc2ccccc2)NC(=O)N(CC(=O)O)C1=O (centres undefined)	-1	4%	1%	-15%	3%	2%
C[C@H](CO)N1C[C@H](C)[C@@H](CN(C)S(C)(=O)=O)Oc2c(NC(=O)Nc3ccc(C(F)(F)F)cc3)cccc2C1=O	-8	-6%	x	178%[activator]	x	x
Cc1c(C(=O)O)cccc1-c1ccc(/C=C2/NC(=O)N(c3ccccc3)C2=O)o1	7	11%	6%	-12%	-27%	-13%
O=C(COc1coc(CN2CCN(c3ccc(F)cc3)CC2)cc1=O)Nc1ccccc1	-20	1%	-14%	-11%	5%	x
O=C(NCCCN1CCOCC1)c1cc(-c2cccc(Br)c2)nc2ccccc12	-16	-2%	-7%	219%[activator]	-4%	x
O=C(CN(Cc1ccccc1Cl)C(=O)Cn1nnc(-c2cccs2)n1)NCC1CCCO1 (centres undefined)	28	2%	-14%	29%	20%	-5%
O=C1N/C(=C\c2ccccc2)C(O)=C1C=NCc1ccccc1	4	18%	2%	-21%	4%	0%
CC(=O)N(C)/C=C1\Sc2ccccc2C1=O	59	-2%	4%	-33%	u	8%
CCOC(=O)CNC(=O)CSc1nnc(-c2ccccc2)n1Cc1ccco1	-17	8%	0%	-6%	20µM*	-5%
COc1cc(OC)cc(C(=O)NC(=S)Nc2cccnc2)c1	5	32%[activator]	-6%	-12%	u	-31%
Cc1ccc(-c2nc(CS(=O)CC(=O)O)c(C)o2)cc1 (centres undefined)	-26	x	6%	x	-15%	x
CC(=O)Nc1ccc(/C(C)=N\NC(=O)c2ccc(-c3ccccc3)cc2)cc1	x	x	3%	-24%	0%	0%

Compound profiles, as listed above. Order of values: HCMV antiviral, AMA1 RON2 block, AmpC inh detg, AmpC inh no detg, Sm TGR inh, Giardia FBPA inh
C[C@H](CO)N1C[C@H](C)[C@@H](CN(C)S(C)(=O)=O)Oc2c(NC(=O)Nc3ccc(C(F)(F)F)cc3)cccc2C1=O is listed as -8, -6%, x, 178%[activator], x, x
Cc1c(C(=O)O)cccc1-c1ccc(/C=C2/NC(=O)N(c3ccccc3)C2=O)o1 is listed as 7, 11%, 6%, -12%, -27%, -13%

Two compounds drawn at random from the list so far, as already listed:
canonical_smiles	HCMV antiviral	AMA1 RON2 block	AmpC inh detg	AmpC inh no detg	Sm TGR inh	Giardia FBPA inh
COc1ccc(OC)c(CN2CCCC(CCC(=O)N(C)CCc3ccccn3)C2)c1 (centres undefined)	12	-4%	5%	29%	-23%	-8%
O=C(CN(Cc1ccccc1Cl)C(=O)Cn1nnc(-c2cccs2)n1)NCC1CCCO1 (centres undefined)	28	2%	-14%	29%	20%	-5%

Further results
canonical_smiles	HCMV antiviral	AMA1 RON2 block	AmpC inh detg	AmpC inh no detg	Sm TGR inh	Giardia FBPA inh
CCOC(=O)c1c(S(=O)(=O)NCC(=O)Nc2ccc(C)c(Cl)c2)c(C)n(C)c1C	-3	x	-5%	x	3%	x
O=C(Nc1ccc(N2CCOCC2)c(Cl)c1)c1ccc2c(c1)OCCO2	-61*	6%	-15%	-4%	3%	8%
O=C(NCC(c1ccco1)N1CCN(c2ccc(F)cc2)CC1)C(=O)NC1CC1 (centres undefined)	4	1%	-17%	u	4%	x
N#CCC(=O)Nc1ccc(C(=O)OCc2ccccc2Oc2ccccc2)cc1	18	-8%	-19%	-33%	-2%	-1%
CC1(C)OC(C)(C)/C(=C/Nc2ccccc2)C1=O	-11	8%	-17%	-3%	4%	2%
O=C(Cc1ccc(Br)cc1)Nc1ncc([N+](=O)[O-])s1	u	32%[activator]	2%	-43%	-25%	1%
O=C(Nc1nc(-c2ccc(Cl)s2)cs1)c1ccncc1	-77*	6%	1%	-16%	-7%	-8%
COc1ccc(CNC(=O)C2CCN(S(=O)(=O)c3ccc4c(c3)CC(C)N4C(=O)C3CC3)CC2)cc1 (centres undefined)	-31	-2%	0%	52%	0%	x
Fc1ccc(-c2cc(C(F)(F)F)nc(NCC3CCCO3)n2)cc1 (centres undefined)	-2	31%[activator]	-7%	54%	3%	11%
COC(=O)c1cc(C(=O)OCC(=O)NC2CCCCCCC2)cc([N+](=O)[O-])c1	-15	-5%	-20%	-14%	0%	x
O=C(CCNc1ccc(F)cc1)c1cccc([N+](=O)[O-])c1	8	-20%	-11%	-27%	0.5µM*	18%
C=CCNC(=S)NNC(=O)c1ccc(OCCCC)cc1	29	151%[activator]	3%	-15%	-2%	1%
Cc1cc(C)cc(Oc2c(C(F)(F)F)oc3c(CN4CCCC(C)C4)c(O)ccc3c2=O)c1 (centres undefined)	19	x	29%	x	2%	x
COc1ccc2c(C)c(CCC(=O)NC3CC3)c(=O)oc2c1	33	2%	u	-19%	6%	1%
Cc1ccc(S(=O)(=O)N/N=C2\C(=O)C3(C)CCC2C3(C)C)cc1 (centres undefined)	-38	0%	2%	-10%	x	6%
CC(C)CC(NC(N)=O)C(=O)OCC(=O)N(Cc1ccccc1)Cc1ccccc1 (centres undefined)	-6	21%	u	33%	3%	-1%
CCOc1cccc(N(C(=O)Cc2cccs2)C(C(=O)NC2CCCCC2)c2cccn2C)c1 (centres undefined)	-29	-8%	-2%	35%	-3%	1%
COC(=O)CC1C(=O)NCCN1C(=O)OC(C)(C)C (centres undefined)	-2	4%	-1%	6%	8%	2%
CC(NCC(=O)Nc1cc(S(=O)(=O)N2CCCCCC2)ccc1Cl)c1ccccc1 (centres undefined)	-27	u	5%	-21%	9%	u
O=C(Nc1ccccc1)Nc1ccc(Br)cc1F	-16	9%	-7%	-26%	4%	-2%
CCOc1c(Br)cc(C(=O)NCCCn2ccnc2)cc1OC	32	-2%	0%	-9%	-1%	-11%
Cn1c(=O)c2c(nc(CN3CCN(c4ccccc4F)CC3)n2CCN2CCOCC2)n(C)c1=O	17	1%	-6%	41%	-28%	0%
Cn1c(C(=O)NCCc2ccccc2)cc(=O)n(C)c1=O	81	-21%	-3%	-20%	10%	9%
COc1ccc(NC(=O)C2CCCN(S(C)(=O)=O)C2)cc1 (centres undefined)	21	16%	u	-12%	1%	-7%
CCCCC(=O)N1CCc2cc(OC)c(OC)cc2C1COc1ccc(OC)cc1 (centres undefined)	-98*	x	2%	x	12%	x
Cc1csc(Nc2nc(N)c(C(=O)Nc3ccccc3)o2)n1	161	21%	-1%	-32%	-10%	-2%
CC(=O)Nc1ccc(OS(=O)(=O)c2ccccc2C)cc1	55	2%	2%	-6%	2%	0%
Cc1ccccc1NC(=S)NCCc1ccccn1	-28	62%[activator]	-2%	-4%	-1%	-13%
Cc1ccc(COc2ccc(S(=O)(=O)N3CCCC3)cc2C(N)=O)cc1	7	0%	3%	-7%	13%	-10%
Cc1cc(C)n(C(=O)COc2c(C)cccc2C)n1	-30	6%	1%	5%	5%	3%
O=C(Nc1nc(-c2ccccn2)cs1)c1cc(Cl)ccc1[N+](=O)[O-]	-99*	-5%	u	-41%	-25%	u
CC(C)(C)c1cc(C(=O)NNC(=O)c2ccc(Cl)cc2)no1	-5	74%[activator]	3%	-19%	10%	0%
O=C(COC(=O)CC1CCCCC1)Nc1c(Cl)cccc1Cl	82	20%	u	12%	-17%	x
COc1ccc2c(c1)OC[C@H]1[C@@H]2N2C(=O)[C@@H](C)NC(=O)[C@@]2(C)[C@H]1c1ccccc1	-15	5%	x	1%	x	x
O=C(c1ccco1)N1CCN(c2cc(=O)n(C3CCCCC3)c(=O)[nH]2)CC1	-5	3%	-4%	-11%	0%	-3%
CC(NS(=O)(=O)c1ccc2c(c1)c(=O)n(C)c(=O)n2C)C(=O)NC1CCCCC1 (centres undefined)	-12	4%	2%	-1%	-1%	-13%
Cc1nn(CCOc2ccc(Br)cc2)c(C)c1[N+](=O)[O-]	u	-4%	-10%	-2%	-2%	0%
O=C(NCc1cccnc1)c1cccn2c(=O)c3sccc3nc12	-23	-2%	-2%	-14%	6%	8%
Cc1csc(=O)n1CC(=O)OCC(=O)NNC(=O)c1ccc(Cl)cc1	-29	58%[activator]	-17%	-11%	-19%	x
Cc1cccc(-c2nc3c(c(SCC(=O)N4CCOCC4)n2)Cc2c(CO)cnc(C)c2O3)c1	x	0%	5%	190%[activator]	22µM*	x
Cc1ccc(-c2c(C(=O)N3CCN(c4cccc(C)c4)C(C)C3)oc(=O)c3ccccc23)cc1 (centres undefined)	-70*	x	1%	x	10%	x
Cc1ccc([N+](=O)[O-])cc1NC(=O)c1ccc(-c2ccccc2)cc1	-25	4%	-3%	-31%	3%	-1%
CCN(C[C@H]1N[C@@](C)(C(=O)OC)[C@H]2C(=O)N(C)C(=O)[C@@H]12)C(=O)Nc1ccc(C)cc1	15	0%	x	-11%	x	x
COc1ccc(S(=O)(=O)N2CCN(C)CC2)cc1NC(=O)c1ccccc1C	u	2%	-3%	20%	2%	u
COc1ccc(NC(=O)c2cncc(Br)c2)cc1S(=O)(=O)N1CCCCC1	u	-6%	0%	-16%	4%	1%
CCOC(=O)C1(CCCc2ccccc2)CCN(C(=O)CN2C(=O)CSC2=O)CC1	-7	-8%	2%	127%[activator]	-11%	6%
Cc1ccc(NC(=O)CSc2[nH]c(=O)ncc2C)cc1	0	x	9%	x	14%	x
CCN(CC)S(=O)(=O)c1ccc(F)c(C(=O)NCCC(C)C)c1	5	-7%	-7%	-2%	-1%	5%
O=C(O)CCCCCCCCCCP(=O)(c1ccccc1)c1ccccc1	13	10%	2%	-6%	9%	15%
COC(=O)NCC(c1ccco1)N1CCN(c2ccc(F)cc2)CC1 (centres undefined)	-14	-2%	-2%	5%	-4%	6%
Cn1c(N)c(C(=O)CSc2nnc(Cc3cccs3)n2C2CC2)c(=O)n(C)c1=O	-36	7%[11.6 µM]	8%	-18%	-1%	x
Cc1c(C(=O)Nc2cccc(-c3nnc4n3CCCCC4)c2)oc2ccccc12	35	-9%	-3%	192%[activator]	0%	-6%
COc1ccc2c(c1)C(=C(C#N)C#N)C(=O)N2CCc1ccccc1	32	u	-7%	-30%	1%	2.5µM*
CCc1nc2ccc(C(=O)NCCCN3CCN(c4ccc(F)cc4)CC3)cc2nc1CC	-7	-18%	0%	50%	0%	10%
CCc1nnc(NC(=O)CSc2ccc(-c3ccco3)nn2)s1	13	-5%	0%	-13%	7.1µM*	u
CCC(C)(C)NC(=O)c1cc(S(=O)(=O)N2CCCCC2)ccc1N1CCOCC1	2	4%	3%	69%[activator]	-6%	1%
